Screens deposited in PubChem by Sanford-Burnham Center for Chemical Genomics.
H9c2 TAG inh – triacylglycerol accumulation inhibition. H9c2 cells, Nile Red lipid (TAG) fluorescence; cells loaded with 200 µM oleic acid. inhibition, % at 12.5 µM. 0.66% of 230,000 active;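 active means pattern-corrected inhibition of lipid staining of at least 50% with the nuclear-stain viability signal not falling by more than 50%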;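 further: 0% = DMSO wells and 100% = triacsin C control wells; some results filed as inactive read as strong as hits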
H9c2 TAG inh DAPI viability – further read-out of H9c2 TAG inh, marked with its call; DAPI nuclei signal change (viability), lower = more cytotoxic, %;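 whole-well DAPI fluorescence read on a plate reader as a viability signal; minus 50 percent equals half of cells still viable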
The depositor's hits bear a star; nt = not tested or not shown. Not all compounds are listed; the hit share may differ from the screen's.

SMILES	H9c2 TAG inh	H9c2 TAG inh DAPI viability
COc1cc(/C=N/Nc2nc3ccccc3[nH]2)cc(Br)c1OCC(=O)N(C)C	19	-8
CCOc1ccc(CNC(=O)CCSCc2ccccc2F)cc1OC	-12	-7
CCOc1ccccc1NC1c2ccccc2C(=O)N1Cc1ccco1 (centres undefined)	-16	-3
Cc1onc(-c2c(Cl)cccc2Cl)c1-c1nc2cc(Cl)ccc2c(=O)o1	1	0
Nc1ccc2oc(-c3ccccc3Cl)cc(=O)c2c1O	21	-5
Cc1nn(-c2ccccc2)c(C)c1NC(=O)COC(=O)c1ccc(Cl)c(S(N)(=O)=O)c1	-3	-5
CC(C)c1ccc(NC2CCCN(C(=O)CCN3CCCCO3)C2)cc1 (centres undefined)	-14	-5
Cc1sc2ncnc(OCC(=O)NCC3CCCO3)c2c1C (centres undefined)	-4	-1
CCc1cccc(OCC2Cn3c(nc4c3c(=O)n(C)c(=O)n4C)O2)c1 (centres undefined)	-15	1
O=C(CSc1ccc2c(c1)OCCO2)N1CCN(c2ccccc2O)CC1	-13	-4
CCN1C(=O)[C@H]2[C@H]3CN=C(SCc4ccc(C#N)cc4)N3[C@@](C)(C(=O)OC)[C@H]2C1=O	8	6
Fc1ccc(CNC(=S)Nc2ccccc2Cl)cc1	-6	6
Cc1ccccc1NC(=O)C(NS(=O)(=O)c1ccc2c(c1)c(=O)n(C)c(=O)n2C)c1ccccc1 (centres undefined)	6	-3
COc1ccc(-c2sc3cc4c(cc3c2C#Cc2ccc(N)cc2)OCO4)cc1	55*	nt
O=C1NC[C@H](c2ccccc2)N(CCc2cc(C(F)(F)F)cc(C(F)(F)F)c2)C1=O	-10	-11

Quoted from the listing:
Nc1ccc2oc(-c3ccccc3Cl)cc(=O)c2c1O | H9c2 TAG inh DAPI viability = -5
Cc1nn(-c2ccccc2)c(C)c1NC(=O)COC(=O)c1ccc(Cl)c(S(N)(=O)=O)c1 | H9c2 TAG inh = -3
O=C1NC[C@H](c2ccccc2)N(CCc2cc(C(F)(F)F)cc(C(F)(F)F)c2)C1=O | H9c2 TAG inh DAPI viability = -11

The list goes on:
SMILES	H9c2 TAG inh	H9c2 TAG inh DAPI viability
CC(C)=CCC[C@](C)(O[C@@H]1O[C@H](CO[C@@H]2OC[C@H](O[C@@H]3OC[C@@H](O)[C@H](O)[C@H]3O)[C@H](O)[C@H]2O)[C@@H](O)[C@H](O)[C@H]1O)C1CC[C@]2(C)C1[C@H](O)CC1[C@@]3(C)CC[C@H](O)C(C)(C)C3[C@@H](O)C[C@]12C (some centres undefined)	0	-2
O=C(CCc1ccc(S(=O)(=O)NC2CCCCC2)cc1)NCc1ccccn1	-9	-3
CC1CCC(NC(=O)C(Cc2ccccc2)n2cccc2)CC1 (centres undefined)	1	-1
Cc1ccc(C(=O)N2CCC2(C)C(=O)NC(C)C)cc1 (centres undefined)	1	14
CC1(C)OC(=O)C(=CNCCc2ccc(O)cc2)C(=O)O1	-3	0
Brc1cnc(N2CCCC2)nc1N1CCOCC1	6	-5
O=C1NCCO1	6	2
CN1c2ccccc2C(=O)/C(=C\Nc2ccc(F)cc2F)S1(=O)=O	9	4
CN(C(=O)CCn1c(=S)oc2ccccc21)c1ccc(F)cc1	4	-4
COc1cc(/C=C/c2ccc3cccc(OC)c3n2)c(O)c([N+](=O)[O-])c1	3	3
Cc1ccc(S(=O)(=O)N(C)c2ccccc2C(=O)Nc2ccc(F)cc2F)cc1	-1	-1
O=C1CCN(Cc2ccc(O)cc2)CCN1[C@H](CO)Cc1ccccc1	-6	3
COC(=O)[C@@H](NC(=O)NCCC1=CCCCC1)C(C)C	1	-7
CCCc1cc(-n2ccnc2)n2c(nc3ccccc32)c1C#N	5	0
O=C(/C=C/c1ccc(Br)o1)NCc1ccccc1	-12	-3

Molecules listed so far that contain fluorine:
SMILES	H9c2 TAG inh	H9c2 TAG inh DAPI viability
CCOc1ccc(CNC(=O)CCSCc2ccccc2F)cc1OC	-12	-7
Fc1ccc(CNC(=S)Nc2ccccc2Cl)cc1	-6	6
O=C1NC[C@H](c2ccccc2)N(CCc2cc(C(F)(F)F)cc(C(F)(F)F)c2)C1=O	-10	-11
CN1c2ccccc2C(=O)/C(=C\Nc2ccc(F)cc2F)S1(=O)=O	9	4
CN(C(=O)CCn1c(=S)oc2ccccc21)c1ccc(F)cc1	4	-4
Cc1ccc(S(=O)(=O)N(C)c2ccccc2C(=O)Nc2ccc(F)cc2F)cc1	-1	-1

(list continues)
SMILES	H9c2 TAG inh	H9c2 TAG inh DAPI viability
Cc1cc(NC(=O)CCN2CCC(C(N)=O)CC2)ccc1Br	2	16
CCCn1c(C(=O)OC)cc2c1ccn2-c1ccc(F)cc1	8	-7
COc1ccc(NC(=O)C[C@H]2C(=O)N(Cc3ccccc3)C[C@@H]2Cc2ccccc2)cc1	14	-1
O=c1cc(-c2ccc(F)cc2)oc2ccccc12	-5	7
O=C(Nc1ccc(N2CCOCC2)cc1Cl)C1CCN(C(=O)OCc2ccccc2)CC1	9	-8
O=C(O)CCC(NC(=O)C1CCCN1C(=O)OCc1ccccc1)C(=O)O (centres undefined)	8	-12
CCCCOC(=O)CN1C(=O)c2ccc(C(=O)OCCCC)cc2C1=O	5	5
COC(=O)c1cc(-c2ccccc2)on1	11	-3
Cc1ccc(S(=O)(=O)N2CCOCC2)cc1C(=O)NCC1CCCCC1	4	-2
CCN1C(=O)[C@@H]2[C@@H](c3ccc(-c4cccc(Cl)c4)c(OC)c3)N3CCCC[C@@]3(C(=O)OC)[C@@H]2C1=O	4	-3
CCC(NCc1cccnc1)c1ccc(OC)c(OC)c1 (centres undefined)	0	-2
COc1ccccc1CNC(=O)COC(=O)c1ccc(Cl)c(N)c1	-2	-11
Cc1cccc(C(=O)NNC(=S)NC(=O)c2cccs2)c1	-2	9
CCc1cc2c(CN3CCN(CCO)CC3)cc(=O)oc2cc1O	-3	23
O=[N+]([O-])c1ccc2c(c1)-c1ccccc1C2=NO	7	4
CC(C)N1C(=S)SC(C)(C)C1NO (centres undefined)	1	-10
COc1ccc(C(N)c2csc(Nc3nncc4ccccc34)n2)cc1 (centres undefined)	10	19
Cc1[nH]c2ccccc2c1C(=O)CN1C(=O)C(=O)N(C2CCCC2)C1=O	-1	-1
Cc1cc(N)ccc1-n1c(C)ccc1C	6	0
CC(C)CN1C(=O)C(=O)N(CC(=O)N2CCC(Cc3ccccc3)CC2)C1=O	21	2
CCOc1ccccc1NC(=O)CN(c1ccc(OC)c(OC)c1)S(=O)(=O)c1ccc(C)cc1	-17	4
NC(N)=Nc1nc(CSCC/C(N)=N/S(N)(=O)=O)cs1	2	6
CCN(CC(=O)Nc1ccc(Br)cc1)CC(=O)Nc1cc(C)on1	1	0
O=C(NNC(=O)c1ccc(Br)s1)c1csc(N2CCOCC2)n1	2	6
Cc1cc(Nc2cc(F)ccc2C)n2nc(C)nc2n1	9	7
CCN(CC)CCNc1nc2ccccc2n1C	-3	0
Cc1ccc(S(=O)(=O)c2nc(-c3ccccc3)oc2N2CCC(C(N)=O)CC2)cc1	-3	-6
CCn1c(C(=O)N2CCC(C(=O)NCc3ccc4c(c3)OCO4)CC2)cc2sccc21	-5	-14
Nn1cnc2sc3c(c2c1=O)CCC3	4	-4
COC(=O)CC(CP(=O)(O)CN(C)C=O)C(=O)OC (centres undefined)	-3	11

Exported as comma-separated lines: part of the list above.
structure,H9c2 TAG inh,H9c2 TAG inh DAPI viability
O=C(NNC(=O)c1ccc(Br)s1)c1csc(N2CCOCC2)n1,2,6
Cc1cc(Nc2cc(F)ccc2C)n2nc(C)nc2n1,9,7
CCN(CC)CCNc1nc2ccccc2n1C,-3,0
Cc1ccc(S(=O)(=O)c2nc(-c3ccccc3)oc2N2CCC(C(N)=O)CC2)cc1,-3,-6
CCn1c(C(=O)N2CCC(C(=O)NCc3ccc4c(c3)OCO4)CC2)cc2sccc21,-5,-14

More results
SMILES	H9c2 TAG inh	H9c2 TAG inh DAPI viability
COc1ccc(/C=N/NC(=O)CN2CCS(=O)(=O)CC2)cc1	18	-4
CC(=O)C(Sc1nnnn1-c1ccccc1)C(C)=O	3	2
Cc1ccccc1OCCC(=O)Nc1ccc(S(=O)(=O)N(C)C2CCN(C)CC2)cc1	9	3
CS(=O)(=O)c1ccc(Sc2nc3ccccc3[nH]2)c([N+](=O)[O-])c1	-3	17
O=C(COc1ncnc2sccc12)N1CCN(S(=O)(=O)c2ccc(Cl)cc2)CC1	0	5
COc1ccc(C(=O)C2CCCN(C(=O)c3ccc(CSC)o3)C2)cc1F (centres undefined)	-23	1
CC(=O)Nc1sc(C)c(C)c1C(=O)OC1CCOC1=O (centres undefined)	7	1
COc1ccc(N2CCN(C(=O)CCc3ccc(S(=O)(=O)NC(C)(C)C)cc3)CC2)cc1	-5	9
COc1cc(S(=O)(=O)Nc2ccccc2C(=O)N2CCCC2)ccc1NC(C)=O	17	5
COCc1ccc2oc(C(=O)O)cc2c1	3	-18
CCN1C[C@@H]2[C@@H]3C(=O)N(C)C(=O)[C@@H]3[C@](CC)(C1=O)N2C(=O)c1ccc(C)cc1	-8	-2
C/C(=N\NC(=O)c1ccc(OC2OCCOC2Oc2ccc(C(=O)N/N=C(\C)c3ccncc3)cc2)cc1)c1ccncc1 (centres undefined)	24	-10
Cc1nnsc1Sc1ccccc1C(=O)O	4	-5
C/C=C/c1ccc2c(c1)O[C@H](CN(C)CC1CCOCC1)[C@@H](C)CN([C@H](C)CO)S2(=O)=O	11	-9
CCOc1ncccc1C(=O)NCCN1C(=O)S/C(=C/c2cccs2)C1=O	1	-6
CC(C)(C)c1cc(CCC(=O)NNC(=O)c2ccncc2)cc(C(C)(C)C)c1O	8	7
NC(=O)c1ccsc1NC(=O)COC(=O)c1ccc(Cl)c(N)c1	7	16
COCCN(C(=O)COC(=O)C1CC1C)c1c(N)n(Cc2ccccc2)c(=O)[nH]c1=O (centres undefined)	16	3
CCN1CCN(c2nc(-c3ccc(F)cc3)cc(=O)[nH]2)CC1	6	-5
Cc1cc(C)cc(NC(=O)CSCc2cnn(-c3ccccc3)c2-n2cccc2)c1	-43	-1
COc1ccc(-c2cc3ccc(OC)cc3cn2)cc1	13	0
COc1ccc(C(CNC(=O)CN(C)S(=O)(=O)c2ccc(C)cc2)N2CCCC2)cc1 (centres undefined)	13	-11
C[C@H](Cc1ccccc1)Nc1ncnc2c1ncn2[C@@H]1O[C@H](CO)[C@@H](O)[C@H]1O	-11	-1
O=c1c2ccccc2nnn1CSc1nnc(-c2ccco2)o1	-4	-5
O=C(Cc1cc(=O)[nH][nH]1)N/N=C/C(Cl)=C/c1ccccc1	-16	13
COc1ccc(C(=O)C=Cc2ccc3c(c2)OCO3)cc1OC	-16	3
COc1ccccc1C(=O)NNC(=S)Nc1ccccc1	7	-3
CC/C(=N\n1nnnc1Nc1ccccc1)c1ccccc1	12	-12
Cc1ccc(SCC(=O)c2c(C)nc3ccccn23)cc1	-47	8
NC(Cc1c[nH]c2ccccc12)C(=O)NCc1ccco1 (centres undefined)	-27	23
CC(CCc1ccccc1)NC(=O)CN1CCN(c2ccc(O)cc2)CC1 (centres undefined)	16	-9
CC1C=CCC2C(=O)N(c3cc(Cl)ccc3O)C(=O)C12 (centres undefined)	4	-6
c1ccc(Oc2ccccn2)cc1	2	1
Cc1ccccc1-c1cc2nc(NCCc3ccncc3)n(C)c(=O)c2s1	17	13
O=C(CCNS(=O)(=O)c1ccc(Cl)cc1)NCCc1ccccc1	10	-10
COc1ccc(C(=O)NCc2ccc3c(c2)CCO3)cc1	-5	-1
Cc1ccc(/C=N/NC(=O)c2cc(-c3ccncc3)nc3ccccc23)o1	35	-23
N#Cc1cccc(Cn2nnc(-c3ccccc3)n2)c1	-4	0
COc1ccc(C(=O)Nc2nnc(CCc3ccccc3)s2)c(OC)c1	12	-3
COc1ccc(CN2CCN(C(=O)c3ccco3)CC2)cc1	6	-4
Cc1cc(=O)c(C(=O)O)cn1Nc1ccc(F)cc1	7	-5
Cc1onc(-c2c(Cl)cccc2Cl)c1C(=O)Nn1cnnc1	1	-3
O=C1c2ccccc2CCc2ccccc21	-6	7
COc1ccc(C(C)(C)C)cc1NC(=O)CCCn1c(=O)oc2ccccc21	12	-9
CCCN1CCC(=O)N(CCOc2ccccc2)CC1	-11	-1
Cc1[nH][nH]c(=O)c1C(c1ccccc1[N+](=O)[O-])C(C#N)C#N (centres undefined)	0	8
O=C(NNC(=O)c1cccs1)c1csc(N2CCOCC2)n1	15	-20
O=C(/C=C/c1ccc(Cl)cc1)N(Cc1cccs1)C1CCS(=O)(=O)C1 (centres undefined)	15	-4
O=C(CN1CCN(S(=O)(=O)c2ccccc2)CC1)Nc1ccc(Cl)cn1	7	-4
CCOC(=O)NN1C(=O)c2ccccc2NC1c1ccccc1F (centres undefined)	-9	16
COc1ccc(S(=O)(=O)N(C)CC(=O)Nc2ccccc2C(F)(F)F)cc1OC	-4	-2
C=CCNC(=O)c1cc2c(=O)c3ccccc3oc2nc1C	-2	8
O=C(NC1CCCN(c2ccc(C(F)(F)F)cn2)C1)c1cc(Cl)ccc1F (centres undefined)	-9	-2
CCc1ccc([C@@H]2CC=C(C(=O)O)[C@H](c3ccc(Cl)cc3)N2S(=O)(=O)c2ccc(C)cc2)cc1	-9	6
COc1cc(C(=O)O)nc(OC)n1	8	-12
Cc1cccn2c(=O)c3cc(C(=O)N4CCCCC4C)sc3nc12 (centres undefined)	11	-5
CC1C2=C(CC(C)(C)CC2=O)NC2=C1C(=O)CC(C)(C)C2	3	11
COC(=O)c1ccccc1N=Nc1c(C)[nH][nH]c1=O	8	-2
N#CCCN(Cc1cccnc1)C(=O)Nc1ccc(Cl)c(Cl)c1	11	10
Cc1cc(C)cc(OCC(=O)OCc2cc([N+](=O)[O-])cc3c2OCOC3)c1	-12	-2
Cn1c(=O)c2[nH]c(=S)n(Cc3ccccc3)c2n(C)c1=O	4	7
O=C(CCN1C(=O)C2CCCCC2C1=O)N1CCN(S(=O)(=O)c2c(F)cccc2F)CC1 (centres undefined)	3	-7
O=C(Cn1cc2c(n1)CCCC2)NCCc1ccccc1	10	0
